Assay outcomes: PubChem BioAssay, Broad Institute
E-sel inducer: E-selectin induction on HUVECs; HUVEC E-selectin immunofluorescence imaging; normalized: neutral wells 0, TNF-alpha wells 100; activation, % at 7.58 µM; 0.37% of 260,000 active; AID 686992;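 active = mean E-selectin-positive cell signal at least 10% of the positive control, reached in at least 60% of replicates, without over 20% cell loss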;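 also: in these data hits start at about 27%; measured in HUVEC primary endothelial cells; signal is the percent of cells scored E-selectin positive by PE staining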
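Read-out: % PE-positive cells | Test system: HUVEC | Doses: One compound dose added by pin transfer | Buffer or medium: EGM-2 over gelatin coat | Signal: Immunofluorescence imaging | Benchmarks: TNF-alpha, DMSO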
RAD54 branch: inhibitors of human RAD54 branch migration. 0.14% of 360,000 active. inhibition, % at 10.4 µM. AID 602329. Q92698. RAD54 Holliday junction branch migration, FAM/BHQ fluorescence;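 active = mean normalized replicate activity at least 40 and at least half of replicates scoring 40 or more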;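 also: 0% = median of neutral control wells and 100% = median of positive control wells; inhibitors cause a drop in the FAM fluorescence signal; in these data hits start at about 50%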
Target sequence (Q92698 whole entry, looked up): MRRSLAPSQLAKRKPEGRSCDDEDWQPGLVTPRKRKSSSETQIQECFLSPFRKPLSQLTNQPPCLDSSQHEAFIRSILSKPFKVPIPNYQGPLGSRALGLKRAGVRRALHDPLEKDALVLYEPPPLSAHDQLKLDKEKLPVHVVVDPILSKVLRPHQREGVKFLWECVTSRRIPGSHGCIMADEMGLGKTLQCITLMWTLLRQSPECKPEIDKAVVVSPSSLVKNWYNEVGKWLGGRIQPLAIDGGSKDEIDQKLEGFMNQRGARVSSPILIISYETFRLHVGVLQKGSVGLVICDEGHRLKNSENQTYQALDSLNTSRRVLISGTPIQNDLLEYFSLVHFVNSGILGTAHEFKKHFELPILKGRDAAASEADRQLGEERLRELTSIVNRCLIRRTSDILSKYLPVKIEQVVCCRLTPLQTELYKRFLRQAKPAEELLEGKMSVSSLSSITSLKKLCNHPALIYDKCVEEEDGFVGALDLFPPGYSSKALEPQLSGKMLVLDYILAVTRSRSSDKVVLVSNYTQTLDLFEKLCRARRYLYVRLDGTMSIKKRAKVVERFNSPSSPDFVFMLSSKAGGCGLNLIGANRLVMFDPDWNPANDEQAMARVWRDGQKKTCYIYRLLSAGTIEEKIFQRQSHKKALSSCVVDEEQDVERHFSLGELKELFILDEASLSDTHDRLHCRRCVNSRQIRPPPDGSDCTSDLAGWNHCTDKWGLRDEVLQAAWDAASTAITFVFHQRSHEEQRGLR
Xi reactivation: reactivates the inactive X chromosome in mouse fibroblasts. XiGFP mouse fibroblasts, % GFP-positive cells imaging, 3 d; cells co-treated with 5-aza-dC sensitizer; scaled so ellipticine positive control = 100%. activation, % at 7.58 µM. 0.055% of 360,000 active. AID 743238;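 active = mean normalized replicate activation at least 10% and every replicate at or above 10%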;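 also: 0% = median of on-plate neutral control wells and 100% = ellipticine 6 µM median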
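material = 68-5-11 XiGFP fibroblast line | medium = DMEM plus 5-aza-dC sensitizer | schedule = 3 days compound exposure | benchmarks = positive control ellipticine, 6 µM final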
RAD52 inh: blocks human RAD52 DNA annealing | P43351 | recombinant RAD52 DNA annealing, FRET fluorescence | inhibition, % at 18.7 µM | 0.46% of 360,000 active;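 active = every replicate showing at least 50% inhibition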
S100A4 inh HTS: inhibitors of human S100A4 binding to myosin IIA peptide; S100A4/TAMRA-MyoIIA peptide fluorescence polarization; AID 652163; P26447; inhibition, % at 10.7 µM; 0.14% of 360,000 active;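 active = mean inhibition of at least 70% across replicates, with every replicate also reaching that level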
Target sequence (P26447 whole entry, looked up): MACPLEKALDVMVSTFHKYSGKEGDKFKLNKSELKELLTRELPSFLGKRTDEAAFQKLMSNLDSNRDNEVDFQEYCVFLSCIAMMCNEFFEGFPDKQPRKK
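assay system = human S100A4 monomer with TAMRA-labelled myosin IIA peptide | also added = labelled myosin peptide probe, 5 nM | incubation = 5 min between mix addition and reading | control set = DMSO and TFP controls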
EWS-Fli block: EWS/Fli transcriptional activity inhibition | inhibition, % at 12.6 µM | 0.67% of 350,000 active | A673 NR0B1-luciferase reporter, viability-normalised;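 active = mean inhibition of at least 50% after viability correction, with every replicate also passing that limit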;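 also: firefly luciferase signal divided by Alamar Blue viability fluorescence both relative to DMSO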
FN deposition inh: fibronectin deposition inhibition | AH1F fibroblasts, Alexa488-fibronectin deposition fluorescence, overnight | inhibition, % at 12.6 µM | 0.086% of 350,000 active;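 active = mean inhibition across replicates of 30% or more, regardless of how many single replicates reach that level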;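 also: positive control wells lacked labelled fibronectin entirely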
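Measured by – fluorescence 485/525 nm · System – AH1F fibroblast monolayer, labelled fibronectin deposition · Amount – 10000 cells per well · Buffer or medium – serum-reduced DMEM (2% serum) · Doses – single dose, pinned · Also added – fluorescent fibronectin at 24 nM final · Schedule – 1 h cell attachment, overnight exposure to compound and label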
esBAF inh: blocks esBAF chromatin remodeling in mouse ES cells. Bmi1-luciferase knock-in reporter, 24 h; 100% = twice the neutral-well signal. reporter increase, % at 12.5 µM. 2% of 350,000 active; in the data active = activation above about 40%;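 also: 0% = median of the plate's neutral control wells and 100% = double that signal; a rise in the Bmi1 reporter signal indicates esBAF inhibition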
Active calls of the source: *; x = not tested or not shown; & = joins results of further samples.

mol	E-sel inducer	RAD54 branch	Xi reactivation	RAD52 inh	S100A4 inh HTS	EWS-Fli block	FN deposition inh	esBAF inh
CCNC(=O)C(CC(C)C)NC(=O)C(CO)NC(=O)C1CCC(=O)N1 (stereo not given)	-0.2	-10	0.2	-13	1	-15	3	x
C[C@@H]1CN([C@@H](C)CO)C(=O)CCCn2nncc2CO[C@@H]1CN(C)C(=O)Nc1cccc(Oc2ccccn2)c1	0.1&0.0	7&-3&13	-0.1&0.3	12&2&1	-1&-5&2	-4&2&0	5&-1	-1&-6&-2
CCCC#Cc1ccc([C@H]2[C@H]3CN(Cc4cccnc4)CCCCN3[C@H]2CO)cc1	-0.2	-2	0.0	6	-3	6	x	8
O=C1CC2(CCN(C(=O)C3CC(=O)N(c4ccc(F)cc4)C3)CC2)Oc2ccccc21 (stereo not given)	-1.9	0	-0.1	1	-2	8	-6	1
C[C@@H]1CN([C@H](C)CO)C(=O)Cc2cc(NC(=O)CCC(F)(F)F)ccc2O[C@@H]1CN(C)S(=O)(=O)c1ccc(F)cc1	-0.3	2	-1.2	-19	12	-11	x	2
CCOC(=O)C1=C(COC(=O)CCOc2ccccc2C)NC(=O)NC1C (stereo not given)	-2.0	-1	0.3	-6	-1	-1	9	x
CCCCOc1c(Cl)cc(C(=O)N2CCN(CC(=O)N3CCCC3)CC2)cc1OCC	0.1	-4	0.0	-23	-4	7	2	-1
CC(C)C#Cc1cnc2c(c1)C(=O)N([C@@H](C)CO)C[C@H](C)[C@@H](CN(C)C(=O)c1ccccc1)O2	0.3	-9	-0.7	0	-40	-8	x	-3
COc1ccccc1CNC(=O)CN1C(=O)NC(Cc2ccccc2)(c2ccccc2)C1=O (stereo not given)	2.0	-6	0.0	-7	5	1	1	-4
CO[C@H]1CC[C@@H]2CCN(C)C(=O)[C@@H](C)N(C)C(=O)c3cccc(C#N)c3OC[C@H]1O2	-0.1	1	0.0	-3	-3	2	-3	-2
CC(=O)C1=C(O)C(=O)N(Cc2ccccc2)C1c1ccc([N+](=O)[O-])cc1 (stereo not given)	x	x	0.0	-5	-1	-1	2	x
C#Cc1ccccc1OCCCN1CCC(C(O)(c2ccccc2)c2ccccc2)CC1	1.3	x	0.0	32	-5	6	0	x
CCCC(=O)Nc1ccc2c(c1)C(=O)N(C)C[C@H](OC)[C@@H](C)CN(S(=O)(=O)c1cn(C)cn1)[C@@H](C)CO2	-0.2	-3	0.3	0	-43	-6	4	-1
Cc1cc(Cl)c(S(=O)(=O)NC(C(=O)O)c2ccccc2)cc1OCC(N)=O (stereo not given)	x	-3	x	0	-1	x	2	-7
C[C@@H]1CCCCO[C@H](CN(C)C(=O)Cc2ccccc2)[C@@H](C)CN([C@@H](C)CO)C(=O)c2cc(NS(=O)(=O)c3cccs3)ccc2O1	-0.1	-1	-0.2	-37	-6	4	x	2
CC(=O)c1ccccc1C(=O)N1CCC(n2nccc2NC(=O)C2CC2)CC1	1.9	2	-0.2	-2	14	1	1	-9
COc1cccc(-c2cc(C(=O)Nc3ccc4c(c3)OCO4)no2)c1	-0.1	10	0.1	-13	-2	-18	0	29
CCc1ccc(NC(=O)C(C)OC(=O)Cn2[nH]c(=O)c3ccccc3c2=O)cc1 (stereo not given)	5.8	8	0.0	-8	1	1	1	5
C[C@@H]1CN([C@H](C)CO)C(=O)c2cc(C#CCc3ccccc3)cnc2O[C@@H]1CN(C)Cc1ccccc1	-0.3	x	0.1	35	18	-1	x	x
CN(Cc1cccc(F)c1)C(=O)C1CC(=O)N(c2ccc3c(c2)OCCO3)C1 (stereo not given)	0.4	-2	0.0	-11	5	-10	-5	-4
CCCc1cn(CC[C@@H]2CC[C@H](NC(=O)C3CCCC3)[C@@H](CO)O2)nn1	0.0	7	0.1	5	32	5	-4	5
Cc1cccn2c(=O)c(/C=C(\C#N)C(=O)NCc3ccco3)c(N3CCCCCC3)nc12	1.3	3	0.1	-11	1	2	0	x
COc1ccccc1CNC(=O)c1cc(S(=O)(=O)N2CCOCC2)cn1C	-0.1	-1	0.0	-4	-1	-4	8	-5
COC(=O)C1=C[C@@H](C(=O)OC)[C@@H]2C3=C(C(=O)C2(C)C)[C@H](c2ccccc2)[C@@H]2C(=O)N(C)C(=O)[C@@H]2[C@@H]3C1	-0.1	3	0.1	-21	16	1	9	7
COc1ccc(C(NC(=O)C2CCN(CCOc3ccc(F)cc3)CC2)c2cccs2)cc1 (stereo not given)	0.0	-9	-0.1	-81	5	10	-7	0
O=C(NCC[C@H]1CC[C@H](NC(=O)c2ccc3c(c2)OCO3)[C@H](CO)O1)Nc1cc(F)ccc1F	-0.1	4	0.0	-8	-7	-4	11	2
CCOc1ccc(NC(=O)CN(C)C(=O)C2CCCC2)cc1OCC	0.0	x	-0.1	-1	33	6	-2	x
CN1CCN(/N=C/c2nc(-c3ccc(Cl)cc3)n3ccccc23)CC1	2.9	x	0.0	-16	0	-33	-3	x
CCCCc1cc(=O)oc2c(C)c(OCC(=O)NCC3CCC(C(=O)O)CC3)ccc12 (stereo not given)	x	6	x	-7	-6	12	x	-1
CC1CCCN(C(=O)C(Cc2ccccc2)n2cccc2)C1 (stereo not given)	0.8	-8	0.1	-12	-6	3	3	-1
CC(C)c1ccccc1NC(=O)CC1(CC(=O)O)CCCC1	-1.1	x	0.1	-13	-4	-5	8	x
COc1ccccc1-n1cnnc1SCC(=O)NCC1CCCO1 (stereo not given)	x	x	0.0	0	12	3	1	x
COc1ccc(NC(=O)C2CCN(S(=O)(=O)c3c(C)nn(C)c3C)CC2)cc1	0.1	-5	0.0	-4	-3	x	4	-2
CCOc1ccccc1N1CC(C(=O)Nc2cc(S(C)(=O)=O)ccc2Cl)CC1=O (stereo not given)	x	6	0.2	7	-1	-6	-5	-6
CC(C)(C)NC(=O)CSc1nc(N)cc(=O)[nH]1	x	5	0.0	-12	-2	4	x	-7
NC(=O)COC(=O)c1ccccc1OCc1ccccc1	x	x	0.1	-3	3	-4	-3	x

One compound at a time, from the list above.
CC(C)c1ccccc1NC(=O)CC1(CC(=O)O)CCCC1 reads E-sel inducer = -1.1; RAD54 branch = x; Xi reactivation = 0.1; RAD52 inh = -13; S100A4 inh HTS = -4; EWS-Fli block = -5; FN deposition inh = 8; esBAF inh = x
CN1CCN(/N=C/c2nc(-c3ccc(Cl)cc3)n3ccccc23)CC1 reads E-sel inducer = 2.9; RAD54 branch = x; Xi reactivation = 0.0; RAD52 inh = -16; S100A4 inh HTS = 0; EWS-Fli block = -33; FN deposition inh = -3; esBAF inh = x

Some of the entries above in another layout.
> O=C(NCC[C@H]1CC[C@H](NC(=O)c2ccc3c(c2)OCO3)[C@H](CO)O1)Nc1cc(F)ccc1F
- E-sel inducer = -0.1
- RAD54 branch = 4
- Xi reactivation = 0.0
- RAD52 inh = -8
- S100A4 inh HTS = -7
- EWS-Fli block = -4
- FN deposition inh = 11
- esBAF inh = 2

> CCOc1ccc(NC(=O)CN(C)C(=O)C2CCCC2)cc1OCC
- E-sel inducer = 0.0
- RAD54 branch = x
- Xi reactivation = -0.1
- RAD52 inh = -1
- S100A4 inh HTS = 33
- EWS-Fli block = 6
- FN deposition inh = -2
- esBAF inh = x

The list goes on.
mol	E-sel inducer	RAD54 branch	Xi reactivation	RAD52 inh	S100A4 inh HTS	EWS-Fli block	FN deposition inh	esBAF inh
COc1ccc(Cl)cc1NC(=O)CSc1nnc(Cc2cccn2C)n1-c1ccc(F)cc1	0.0	1	0.1	-25	1	8	8	0
CCOC(=O)c1ccc2ncc(C(=O)OCC)c(NCCN(C)C)c2c1	0.4	-6	0.2	-225	28	-7	-8	-7
O=C(C[C@H]1C[C@H]2c3cc(NC(=O)NC4CCCC4)ccc3O[C@H]2[C@@H](CO)O1)NCc1ccc(Cl)cc1	-0.8	1	0.3	4	-5	0	-4	8
COc1cc(CN2C(=O)C(C)ON=C2c2ccccc2F)cc(OC)c1 (stereo not given)	x	-16	-0.1	-13	-3	-6	-4	0
CC(C)OC(=O)COc1cc(O)c2c(=O)cc(-c3ccccc3)oc2c1	2.0	x	0.0	0	1	-3	-2	x
O=C1COc2ccc(C(=O)COC(=O)c3nc(Cl)ccc3Cl)cc2N1	0.4	6	-0.1	-4	-5	0	-1	1
COC(=O)C[C@@H]1CC[C@@H]2[C@H](COc3ccc(NC(=O)c4ccccc4)cc3C(=O)N2C)O1	0.1	-16	0.0	-5	4	58*	-4	-7
CCCC#Cc1ccc2c(c1)O[C@H](CN(C)CCC)[C@@H](C)CN([C@H](C)CO)S2(=O)=O	0.4	0	-0.5	11	-1	8	x	2
CSc1ccc(C(=O)C2CCCN(C(=O)CCc3c(C)nn(C)c3C)C2)cc1 (stereo not given)	x	-7	0.2	-3	35	17	-4	3
NC(=O)c1ccc(NC(=O)COC(=O)C2CC(=O)N(Cc3ccccc3)C2)cc1 (stereo not given)	0.4	7	-0.1	-14	-3	7	4	1
CN(C(=O)CSc1ncnc2scc(-c3ccccc3)c12)C1CCS(=O)(=O)C1 (stereo not given)	x	x	1.2	-22	2	4	7	x
Cc1cccc(/C(N)=N/OC(=O)COc2ccc(Cl)cc2)c1	x	0	0.1	-1	0	-33	x	1
COc1ccc(CCN2CCCn3c2nc2c3c(=O)n(CC(C)C)c(=O)n2C)cc1OC	x	10	0.1	-4	-2	2	-2	3
